Source: PubChem BioAssay
NCI-60 one-dose screen, 48 h, at 10 µM unless noted. Numbers give growth in % (100 = growth as untreated, 0 = no growth, -100 = all killed).
NCI-H23 – NCI-H23 lung cancer | AID 1794731 | 80,000 compounds, 4% hits
IGROV1 – IGROV1 ovarian cancer | 79,000 compounds, 4.7% hits | AID 1794786
SK-OV-3 – SK-OV-3 ovarian cancer cells; 80,000 compounds, 3.2% hits
NCI-H322M – NCI-H322M lung cancer. 80,000 compounds, 2.7% hits
NCI-H226 – NCI-H226 lung cancer | 79,000 compounds, 3.5% hits
NCI-H460 – NCI-H460 lung cancer; 82,000 compounds, 6.8% hits; AID 1794736
NCI-H522 – NCI-H522 lung cancer; AID 1794739; 78,000 compounds, 8% hits
OVCAR-4 – OVCAR-4 ovarian cancer cells; 80,000 compounds, 3.7% hits; AID 1794784
NCI/ADR-RES – NCI/ADR-RES ovarian cells. 81,000 compounds, 4.4% hits. AID 1794790
Active calls of the source: *; nt = no result given; & = joins results of further samples. The calls were made as follows: active = growth percent below 10; inactive = the rest.

Preview (14 entries):
SMILES	NCI-H23	IGROV1	SK-OV-3	NCI-H322M	NCI-H226	NCI-H460	NCI-H522	OVCAR-4	NCI/ADR-RES
O=C1NC(Cc2ccccc2)C(=O)N1Cc1ccccc1 (stereo unspecified)	104	106	111	98	99	106	82	102	104
N#Cc1cnn(C(=O)c2ccccc2Br)c1NC(=O)c1ccc(Cl)cc1Cl	101	122	90	101	99	105	97	99	97
O=C1/C=C/[C@@H](O)[C@@H]2C[C@@H](O)C[C@H]2/C=C/CCCCO1	13	nt	13	33	nt	7.1*	19	21	9.3*
COc1ccc(-c2nc(-c3nc4ccccc4[nH]3)c3ccccn23)cc1	91	79	93	84	82	88	63	59	71
COC(=O)c1sc(-c2ccsc2C(=O)OC)cc1N	89	97	94	99	90	102	72	93	96
Nc1ncnc2sc(-c3cccs3)c(-c3ccccc3)c12	97	90	72	87	81	76	65	88	92
CS/C(N)=N/N	98	117	105	116	108	108	91	91	112
CC(C)(C)c1cc(C(=O)N2CCC(C(=O)NCCN)CC2)cc(C(C)(C)C)c1	104	96	nt	94	81	100	66	105	104
COc1cc(C(=O)N/N=C/c2cc3cc(OCc4ccccc4)ccc3nc2OC)cc(OC)c1OC	90	111	91	98	78	79	70	63	82
COc1ccc(C(=O)NCCNc2nccc(Nc3ccc(S(=O)(=O)Nc4ccccn4)cc3)n2)cc1	117	105	96	96	89	107	91	109	111
O=C(O)CCCCCCCCCCN1C(=O)/C(=C/c2cnc(-c3ccccc3)s2)SC1=S	56	95	130	81	103	30	38	96	57
CC1=Nc2ccccc2C(=O)N(C)N1	104	111	111	117	99	103	116	102	111
Cc1cn(C2CC(O)C(CO)O2)c(=O)n(C)c1=O (stereo unspecified)	nt	115	103	123	104	110	107	100	104
CC(=O)N1N=C(c2ccc3c(c2)OCO3)CC1c1ccc(Cl)cc1 (stereo unspecified)	92	119	110	105	103	104	nt	nt	100

The whole of this part, from the first entry:
SMILES	NCI-H23	IGROV1	SK-OV-3	NCI-H322M	NCI-H226	NCI-H460	NCI-H522	OVCAR-4	NCI/ADR-RES
O=C1NC(Cc2ccccc2)C(=O)N1Cc1ccccc1 (stereo unspecified)	104	106	111	98	99	106	82	102	104
N#Cc1cnn(C(=O)c2ccccc2Br)c1NC(=O)c1ccc(Cl)cc1Cl	101	122	90	101	99	105	97	99	97
O=C1/C=C/[C@@H](O)[C@@H]2C[C@@H](O)C[C@H]2/C=C/CCCCO1	13	nt	13	33	nt	7.1*	19	21	9.3*
COc1ccc(-c2nc(-c3nc4ccccc4[nH]3)c3ccccn23)cc1	91	79	93	84	82	88	63	59	71
COC(=O)c1sc(-c2ccsc2C(=O)OC)cc1N	89	97	94	99	90	102	72	93	96
Nc1ncnc2sc(-c3cccs3)c(-c3ccccc3)c12	97	90	72	87	81	76	65	88	92
CS/C(N)=N/N	98	117	105	116	108	108	91	91	112
CC(C)(C)c1cc(C(=O)N2CCC(C(=O)NCCN)CC2)cc(C(C)(C)C)c1	104	96	nt	94	81	100	66	105	104
COc1cc(C(=O)N/N=C/c2cc3cc(OCc4ccccc4)ccc3nc2OC)cc(OC)c1OC	90	111	91	98	78	79	70	63	82
COc1ccc(C(=O)NCCNc2nccc(Nc3ccc(S(=O)(=O)Nc4ccccn4)cc3)n2)cc1	117	105	96	96	89	107	91	109	111
O=C(O)CCCCCCCCCCN1C(=O)/C(=C/c2cnc(-c3ccccc3)s2)SC1=S	56	95	130	81	103	30	38	96	57
CC1=Nc2ccccc2C(=O)N(C)N1	104	111	111	117	99	103	116	102	111
Cc1cn(C2CC(O)C(CO)O2)c(=O)n(C)c1=O (stereo unspecified)	nt	115	103	123	104	110	107	100	104
CC(=O)N1N=C(c2ccc3c(c2)OCO3)CC1c1ccc(Cl)cc1 (stereo unspecified)	92	119	110	105	103	104	nt	nt	100
O=c1nc2oc3c(Br)cc(Br)cc3cc-2s1	102	104	106	102	95	104	96	102	105
CCOC(=O)c1[nH]cc(-c2ccc(OC)cc2)c1-c1cc(OC)cc(OC)c1	86	91	102	90	103	106	75	72	92
Cn1ccc2cnc(Oc3ccccc3-c3ccccc3)nc21	94	96	118	91	85	102	95	92	85
O=C1/C(=C\c2coc3ccccc3c2=O)c2ccccc2N1c1c(Cl)cccc1Cl	55	49	75	74	91	19	nt	50	36
N=C(N)c1ccncc1	104	103	96	102	89	103	78	99	106
NNC(=O)NCn1c(=O)[nH]c2ccccc2c1=O	98	110	105	105	98	117	94	97	99
CCC(=O)OCC(=O)C1(OC(=O)CC)C(C)CC2C3CCC4=CC(=O)C=CC4(C)C3(Cl)C(O)CC21C (stereo unspecified)	96	80	nt	90	71	101	90	93	78
COc1ccc2c(c1)C(=O)CC(c1ccccc1)O2 (stereo unspecified)	117	92	105	94	109	111	111	87	108
CN(C)C(=O)C(CCN1CCC(O)(c2ccc(Cl)cc2)CC1)(c1ccccc1)c1ccccc1	72	76	78	nt	95	86	nt	60	77
COc1cc(N2C(=O)CC3C4CCC(=O)N4c4cc(OC)c(OC)c(OC)c4C32)cc(OC)c1OC (stereo unspecified)	91	103	103	95	99	101	94	106	98
O=C1/C(=C\c2cn(Cc3ccccc3)c3ccc(Br)cc23)c2ccccc2N1c1c(Cl)cccc1Cl	97	105	101	97	92	107	81	92	98
O=C(/C=C/c1ccccc1)n1c(-c2ccccc2)nc2ccccc21	101	105	110	108	101	103	102	101	104
O=[N+]([O-])c1ccc(N/N=C/c2ccccc2)cc1	102	99	108	85	104	98	91	118	100
NC(=O)c1cc(Cl)ccc1NC(=O)c1ccc(-c2ccccc2)cc1	90	100	107	86	97	98	nt	106	100
CC(=O)c1ccc(N=C=S)cc1	101	113	108	106	103	107	99	107	105
COc1cc2nc(CCC(=O)Nc3cc(Cl)cc(Cl)c3)c(CC(=O)Nc3cc(Cl)cc(Cl)c3)cc2c(OC)c1OC	90	98	106	90	92	94	87	104	91
FC(F)(F)c1cc(-c2cnc(Cl)nc2NC2CCCCCC2)cc(C(F)(F)F)c1	103	95	95	112	96	105	108	87	101
COc1cc(-c2c(-c3ccccc3)c[nH]c2C(=O)NCCO)c(OC)c2c1OCO2	95	96	97	103	84	108	100	104	102
NNC(=O)OCc1ccccc1	93	113	87	103	98	107	127	99	102
O=C(Nc1ccccc1F)Nc1ccccc1F	65	90	108	95	70	95	77	78	86
CCC(=O)NC(O)C(Cl)(Cl)C(C)Cl (stereo unspecified)	96	100	107	100	96	109	102	109	96
CCCCCCCSc1nnc(-c2c(C)nc3ccc(Br)cn23)o1	83	84	nt	87	84	94	78	85	88
O=C(NCCCNc1cc(-c2cn(-c3ccccc3)nc2-c2cccc(O)c2)ccn1)c1ccc(F)cc1	42	46	30	63	59	28	9.4*	40	19
CC1Cc2ccccc2O1 (stereo unspecified)	99	111	112	131	107	109	114	119	110
COc1ccc(C(=O)Oc2ccc[nH]c2=O)cc1	93	nt	103	104	103	106	95	98	102
CN(C)CCCOC1(Cc2ccc(F)cc2)CCCCCC1	102	nt	93	102	102	105	49	114	98
CCOC(=O)CC[C@H](NC(=O)c1ccc(NC(=O)Cn2c(C)nc3c(c(C)nn3-c3ccccc3)c2=O)cc1)C(=O)OCC	99	104	94	89	100	101	96	98	101
NC(=O)c1c(NC(=O)c2ccccn2)sc2c1CCC(=O)C2	17	30	96	94	71	71	-14*	-7.1*	18
NC(CSC(c1ccccc1)(c1ccccc1)c1cccc2ccccc12)C(=O)O (stereo unspecified)	94	98	106	nt	97	99	104	95	98
CC1(C)C(C(N)=O)C(=O)NC(=O)C1C(N)=O (stereo unspecified)	104	110	109	111	106	101	103	118	102
Cc1cccc(NC(=O)CCCCC(=O)Nc2cccc(C)c2)c1	98	nt	105	125	nt	107	95	92	95
C#CCCCCCCCCC	115	112	113	109	111	112	97	122	108
Cc1ccc(S(=O)(=O)N(CCCc2c(C)nc(N)nc2N(C)C)c2ccccc2)cc1	77	100	103	102	82	84	87	81	77
CCOC(=O)/C=C(/OCC)C(=O)OCC	108	101	111	104	101	106	84	111	115
O=C(/C=C/c1ccccc1Cl)Nc1ncc(Cc2cc(Cl)ccc2Cl)s1	51	19	44	49	39	8.1*	12	54	18
CCCCCCCOc1c(C(=O)O)cccc1[N+](=O)[O-]	99	104	103	nt	101	104	86	101	104
O=C1CC(Sc2n[nH]c(-c3ccncc3)n2)C(=O)N1c1ccc(Br)cc1 (stereo unspecified)	104	112	108	104	117	117	-34*	110	111
COc1ccc(NC(=O)c2sc3nc4c(cc3c2N)C(O)CCC4)cc1 (stereo unspecified)	98	106	112	31	101	48	100	96	102
O=P(O)(O)OCC(O)CO (stereo unspecified)	107	nt	106	107	nt	109	109	88	106
Cc1ccc(-c2cc(-c3ccccn3)n(C=O)n2)cc1	98	114	110	114	93	106	101	102	106
N#Cc1nc(-c2ccc(F)cc2)oc1S(=O)(=O)N1CCN(c2ccc(F)cc2)CC1	73	76	118	100	92	102	44	105	95
COC(=O)c1oc2c(F)c(-c3ccccc3)c(-c3ccccc3)c(-c3ccccc3)c2c1N	95	93	108	86	107	105	90	99	89
CC(=O)Nc1ccc(-n2cnc3cc(-c4cccc(O)c4)ccc32)cc1	97	118	122	97	91	103	81	83	91
O=c1[nH]c(=O)n(Cc2ccc(B(O)O)cc2)cc1F	102	110	110	115	94	104	97	107	107
CCC(=O)NC1c2ccccc2Oc2ccccc21	91	89	102	nt	107	104	101	92	91
COc1cccc(/C=C(/C)c2ccc3cccc(OC)c3[o+]2)c1O	105	94	107	99	103	102	94	98	107

Other compounds follow:
SMILES	NCI-H23	IGROV1	SK-OV-3	NCI-H322M	NCI-H226	NCI-H460	NCI-H522	OVCAR-4	NCI/ADR-RES
CCC(C)C(=O)OC(=O)c1ccc([N+](=O)[O-])cc1 (stereo unspecified)	97	109	104	117	101	112	106	111	102
O=[N+]([O-])c1ccccc1NCSc1ccc(Cl)cc1	91	123	109	98	91	96	91	108	nt
O=C(Nc1ccccc1)OCC(CN1CCCCC1)OC(=O)Nc1ccccc1 (stereo unspecified)	103&78	98&69	94&89	92&81	90&97	105&106	103	104&76	96&86
CC1Cc2ccccc2N1C(=O)c1ccc(C(=O)c2ccccc2)cc1 (stereo unspecified)	98	nt	102	91	78	99	77	71	62
CS(=O)(=O)c1ccc2c(c1)c1c(n2Cc2ccc(Cl)cc2)CCCC1	74	64	97	88	80	72	14	75	48
COc1ccc(C2NC(=O)C(Cl)c3c2sc2c(F)cccc32)cc1 (stereo unspecified)	99	85	102	88	93	68	78	92	91
CCOC(=O)/C(C)=N\Nc1ccc([N+](=O)[O-])cc1	97	99	98	80	105	106	89	108	107
C=CCC(C(C)=O)C(=O)OCC (stereo unspecified)	86	119	106	nt	101	100	91	105	100
C[C@H]1OC(=O)/C=C/C(=O)[C@@H](OC(=O)CCC(=O)O)CCCCCCCC[C@@H]1O	91	107	94	114	102	102	66	112	98
NCCNc1nc(-c2ccccc2)nc2nc(-c3ccccc3)oc12	91	82	nt	104	86	98	105	96	92
O=C(/C=C1\C(=O)N(Cc2ccc([N+](=O)[O-])cc2)c2ccccc21)c1ccc(OCCN2CCCCC2)cc1	-10*	-49*	85	49	-41*	39	-75*	-59*	6.2*
O=C(N=Nc1c(O)[nH]c2ccccc12)Nc1ccc(F)cc1	97	85	81	94	92	108	79	103	104
CC(C)(C)CC(C)(C)Nc1c(-c2ccc(-c3ccccc3)cc2)nc2ccccn12	84	63	80	91	89	87	76	68	82
O=C1c2cccnc2C(=O)c2c1c(C(=O)OCCN1CCCCC1)c1ccccn21	-53*	-17*	-37*	-82*	-15*	-17*	-64*	0.1*	-25*
Nc1c(C(=O)Nc2ccccc2Cl)sc2nc3c(cc12)C(O)CCC3 (stereo unspecified)	44	57	43	60	53	24	-34*	54	19
COc1ccc2nc(Cl)c(-c3cc(-c4ccccc4)nc(=S)[nH]3)cc2c1	73	79	37	89	80	90	37	90	41
COc1ccc(C2=CC(c3ccc(C)cc3Br)N3C(C)=CSC3=N2)cc1OC (stereo unspecified)	105	103	116	101	107	105	92	97	108
O=S(=O)(c1ccc(N=C2NN=C(c3c[nH]c4ccccc34)CS2)cc1)N1CCOCC1	79	92	112	98	76	70	67	74	80
COC1c2occc2C(OC)C2C3C(=C(C)OC12)Sc1nc(-c2ccccc2)c(C#N)c(N)c13 (stereo unspecified)	97	73	100	104	97	105	85	100	101
COc1cc2c(cc1OC)N(CCO)C1=C(C(=O)OC1)C2c1cccc(Cl)c1 (stereo unspecified)	103	97	105	102	104	117	73	101	110
OCCN1CCCC1	97	99	101	nt	102	99	102	106	97
CCNc1nnc2n(-c3ccccc3)c(=O)c3cnn(-c4ccccc4)c3n12	94	100	82	99	105	110	44	113	90
CC1c2ccccc2-c2ccccc2N1C (stereo unspecified)	105	98	101	101	105	105	88	110	108
Nc1nc(N)c2ncn(C3C=CC(CO)C3)c2n1 (stereo unspecified)	106	104	113	98	100	114	89	109	104
O=C(NN(Cc1ccccc1)Cc1ccccc1)c1ccccc1	109	108	105	107	109	120	89	128	101
C/C(=N/N)c1nnn(-c2ccc([N+](=O)[O-])cc2)c1C	97	106	115	98	98	105	99	110	100
COc1cc([N+](=O)[O-])ccc1NC(=O)NCc1ccccc1	98	92	113	109	92	98	95	119	99
Cc1ccsc1[C@@H]1C[C@@H]2Cc3cc(Br)c4ccccc4c3N1O2	95	96	93	108	112	99	85	nt	105
O=C(Nc1cc(Cl)cc(Cl)c1)Nc1cc(Cl)cc(Cl)c1	-21*	7.4*	-16*	-5.2*	-38*	-16*	-36*	11	-24*
CCCCS(=O)(=O)Nc1ccc(C(=O)NN)c(Cl)c1	99	94	100	90	97	106	79	123	103

Single records, as listed above. Order of values: NCI-H23	IGROV1	SK-OV-3	NCI-H322M	NCI-H226	NCI-H460	NCI-H522	OVCAR-4	NCI/ADR-RES
Results for O=C(NN(Cc1ccccc1)Cc1ccccc1)c1ccccc1 = 109	108	105	107	109	120	89	128	101
Results for CCCCS(=O)(=O)Nc1ccc(C(=O)NN)c(Cl)c1 = 99	94	100	90	97	106	79	123	103
